# MEX-5 binding: C. elegans MEX-5 TCR-2 RNA binding activity; Q9XUB2; AID 1832; MEX-5/FITC-TCR2 RNA binding, fluorescence polarization; active compounds read low; activity score (negative = inhibition of binding), % at 10 µM; 300,000 tested, 0.38% active;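 active = inhibition past about -25% in most replicates, and total fluorescence under double the plate's negative control median, limit read from the data; inconclusive = replicates evenly split on the limit, or fluorescence at least double controls; inactive = too little inhibition in most replicates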;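 note: 0% = DMSO and -100% = 5 µM competing unlabeled TCR2 RNA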
# Target sequence (Q9XUB2 whole entry, looked up): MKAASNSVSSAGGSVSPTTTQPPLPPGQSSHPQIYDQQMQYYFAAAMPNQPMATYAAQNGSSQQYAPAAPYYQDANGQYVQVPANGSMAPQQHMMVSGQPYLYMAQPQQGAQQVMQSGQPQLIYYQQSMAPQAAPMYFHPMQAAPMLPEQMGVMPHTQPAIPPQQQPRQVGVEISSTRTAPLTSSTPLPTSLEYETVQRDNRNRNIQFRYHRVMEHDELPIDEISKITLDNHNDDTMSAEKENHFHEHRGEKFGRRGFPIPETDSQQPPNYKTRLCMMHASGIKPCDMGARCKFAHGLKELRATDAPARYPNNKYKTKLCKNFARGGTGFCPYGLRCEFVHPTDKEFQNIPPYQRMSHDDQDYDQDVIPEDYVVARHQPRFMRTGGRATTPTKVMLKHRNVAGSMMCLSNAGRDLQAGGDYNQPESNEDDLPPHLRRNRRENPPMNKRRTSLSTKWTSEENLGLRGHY
# MCL1 BIM primary: disrupts human MCL1 binding to BIM-BH3 peptide; GST-MCL1 / FITC-Bim-BH3 fluorescence polarization; 320,000 tested, 0.68% active; Q07820; inhibition, % at 10.9 µM;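 active = inhibition above the mean inhibition of all tested compounds plus 3 SD, set per campaign, cut at about 40% in these data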;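 note: 0% = DMSO wells and 100% = unlabeled Bim-BH3 peptide control; higher means more loss of mP so more displacement of Bim peptide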
# Target sequence (Q07820 whole entry, looked up): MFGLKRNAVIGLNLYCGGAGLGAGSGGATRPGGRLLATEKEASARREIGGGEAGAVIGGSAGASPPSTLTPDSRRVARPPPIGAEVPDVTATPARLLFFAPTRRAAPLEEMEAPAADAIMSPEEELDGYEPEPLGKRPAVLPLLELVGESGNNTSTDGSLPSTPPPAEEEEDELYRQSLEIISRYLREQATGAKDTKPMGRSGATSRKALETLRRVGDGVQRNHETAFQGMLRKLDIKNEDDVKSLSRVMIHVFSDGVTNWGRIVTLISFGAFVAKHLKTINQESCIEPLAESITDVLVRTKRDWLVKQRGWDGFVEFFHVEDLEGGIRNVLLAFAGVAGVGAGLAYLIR
# Bcl-xL primary: blocks human Bcl-xL binding to Bim BH3 peptide | GST-Bcl-xL / FITC-Bim BH3 peptide fluorescence polarization | inhibition, % at 10.9 µM | 320,000 tested, 0.7% active;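 active = inhibition above the mean of all tested compounds plus 3 SD, cutoff set per campaign, cut at about 30% in these data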;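 note: 0% = DMSO wells and 100% = unlabeled Bim-BH3 peptide competitor; inhibitors lower millipolarization by displacing the labeled peptide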
# Target sequence (Q07817 whole entry, looked up): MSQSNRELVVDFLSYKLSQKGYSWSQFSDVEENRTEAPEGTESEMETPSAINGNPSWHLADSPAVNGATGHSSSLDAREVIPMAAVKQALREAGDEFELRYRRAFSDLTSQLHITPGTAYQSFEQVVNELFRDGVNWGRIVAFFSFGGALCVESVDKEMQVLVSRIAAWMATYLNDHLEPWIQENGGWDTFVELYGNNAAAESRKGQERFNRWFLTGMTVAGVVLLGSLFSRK
# AGP1-GFP MLPCN: alters AGP1-GFP fluorescence in TOR pathway yeast screen. S. cerevisiae AGP1-GFP multiplex flow cytometry, 3 h; GFP as percent of DMSO wells. GFP response vs DMSO, % at 10 µM. 320,000 tested, 0.02% active;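 active = GFP response relative to DMSO above a set limit, near screen average plus 3 SD, cut at about 150% in these data; inconclusive = fewer than 70 cells counted for the yeast strain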;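 note: median GFP channel fluorescence of the gated AGP1 strain per well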
# GLD-1 RNA inh: GLD-1-TGE RNA interaction inhibition (C. elegans). Q17339. purified GLD-1 + fluorescein TGE RNA, fluorescence polarization. inhibition, % at 5.96 µM. 320,000 tested, 0.44% active. AID 2280;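 active = percent inhibition above a per-plate cutoff, the plate mean of test compounds plus 3 SD, cut at about 30% in these data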;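 note: 0% = DMSO wells with GLD-1 and probe and 100% = wells lacking GLD-1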
# VLA-4 inh: inhibition in a human VLA-4 binding assay; P13612; VLA-4 expressing cells, ligand binding flow cytometry; inhibition, % (about 7 µM as worked out from the volumes in the protocol); 330,000 tested, 0.2% active; AID 2557; in the data active = inhibition above about 50%
# Fam108B inh: counter-screen for RBBP9 inhibitors: inhibitors of mouse Fam108B; inhibition, % at 9.51 µM; 300,000 tested, 0.33% active; recombinant Fam108B, FP-Rh probe fluorescence polarization; AID 1947;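 active = inhibition above the screen mean inhibition plus 3 SD, computed separately per campaign, cut at about 18% in these data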;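 note: inhibitors lower polarization as less probe binds the enzyme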
# GRK2 inh: human GRK2 inhibition via aptamer displacement. bead flow cytometry, FAM-aptamer displacement from GRK2. inhibition of aptamer binding, % at 10 µM. 330,000 tested, 0.59% active;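 active = inhibition of aptamer binding above 40%, roughly 3 SD of noise, on plates passing a quality check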;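 note: median bead fluorescence of bound FAM aptamer so fluorescent compounds give negative values; no value below 0 was filed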
# CIT2 TOR yeast: modulators of TOR pathway CIT2-GFP in S. cerevisiae; S. cerevisiae CIT2-GFP strain, flow cytometry, 3 h; 100 means same as DMSO wells; GFP response vs DMSO, % at 10 µM; 320,000 tested, 0.065% active; AID 2029;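 active = GFP response relative to DMSO above a set limit, near the screen mean plus 3 SD, cut at about 150% in these data; inconclusive = Fewer than 70 cells measured for a yeast strain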;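 note: ratio of well median GFP fluorescence to mean of DMSO wells on the plate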
# * marks the source's active call; other numbers are inactive results; ? = inconclusive; nt = not tested or not shown.
SMILES,MEX-5 binding,MCL1 BIM primary,Bcl-xL primary,AGP1-GFP MLPCN,GLD-1 RNA inh,VLA-4 inh,Fam108B inh,GRK2 inh,CIT2 TOR yeast
COc1cc(/C=N/N=C(N)N)ccc1OCc1ccccc1Cl,1.5,1,2,100,2,-8,-3,0,100
CCOc1ccc(S(=O)(=O)Oc2ccc3ccccc3c2)cc1,1.4,3,0,117,3,6,-6,0,96
CCc1ccc(CNC(=O)C(=O)NCCc2ccc(OC)c(OC)c2)cc1,-1.2,9,5,95,-1,-11,8,1,105
Cc1ccc(C)c(NC(=S)/C(=C(\[O-])c2ccc(Cl)s2)[n+]2ccccc2)c1,0.4,-2,-1,98,2,-11,5,0,99
O=C(NCC1CCCCN1)c1cc(OCC(F)(F)F)ccc1OCC(F)(F)F (centres undefined),0.4,-4,6,77,1,-3,2,0,80
COC(=O)c1ccc(/C=C/C(=O)OCC(=O)c2ccc[nH]2)cc1,nt,nt,nt,86,-7,3,nt,0,84
CCc1c(C(=O)OC)nnc2cc(C)nn12,0.6,-8,-4,96,1,-4,5,0,90
OCCCNC(=S)Nc1ccc(Nc2ccccc2)cc1,-0.4,2,3,90,2,2,2,1,nt
CC(=O)Nc1ccc(S(=O)(=O)NNC(=O)COc2cccc3ccccc23)cc1,-0.9,6,8,nt,2,-16,3,1,nt
CC(=O)NC1=NN(C(C)=O)C(C)(c2cccc([N+](=O)[O-])c2)S1 (centres undefined),0.0,-6,0,107,0,27,-5,0,101
O=C(Oc1ccc[nH]c1=O)c1cc([N+](=O)[O-])cc([N+](=O)[O-])c1,0.8,18,8,105,6,-11,-3,7,114
CC1CCCN(S(=O)(=O)c2ccc(NC(=O)CCN3C(=O)c4ccccc4C3=O)cc2)C1 (centres undefined),-0.1,-6,2,96,-1,4,-4,0,91
CCCNC(=O)c1ccc(SCC(=O)N(CC)CC)c([N+](=O)[O-])c1,1.2,0,2,109,9,21,-1,2,106
CCOc1cc(-n2ncc(C#N)c2N)nc(SC)n1,-0.6,6,3,97,5,-2,-2,0,92
CNC(=S)N1CCc2cc(OC)c(OC)cc2C1COc1ccc(OC)cc1 (centres undefined),0.5,12,7,103,5,2,5,0,112
CCC(C)(C(=O)NC1CCCCC1)N(Cc1ccco1)C(=O)c1cnccn1 (centres undefined),0.3,2,7,98,1,29,-2,0,104
O=C(C1CC1(c1ccccc1)c1ccccc1)N1CCOCC1 (centres undefined),-3.3,3,1,104,-1,7,-1,2,104
CCN(CC)CCN(C(=O)CCS(=O)(=O)c1ccccc1)c1nc2c(C)cc(C)cc2s1,-0.2,-1,3,109,-8,8,-1,0,108
COc1ccc(C)cc1N(CC(=O)N1CCCC1)S(=O)(=O)c1ccccc1,1.9,2,2,91,-6,4,2,0,87
CN1c2ccccc2C(O)=C(C(=S)Nc2ccc(Cl)cc2)S1(=O)=O,-0.5,13,4,102,0,5,4,61*,97
CN(C(=O)COC(=O)Cc1c(F)cccc1Cl)c1c(N)n(Cc2ccccc2)c(=O)[nH]c1=O,nt,-11,-3,99,-2,25,nt,3,99
S=c1[nH]c2ccc(Cc3ccc4[nH]c(=S)[nH]c4c3)cc2[nH]1,3.8,1,3,97,3,6,4,2,97
COc1ccc(OC)c(NC(=O)[C@@]2(CC(=O)O)CC(/C=C/c3ccccc3)=NO2)c1,1.7,4,3,105,-4,3,5,5,108
O=[N+]([O-])c1ccc(Cn2cc(-c3cccc(C(F)(F)F)c3)nn2)cc1,-2.0,4,1,96,8,-5,-3,0,92
Cc1ccc(CNc2ncc(-c3ccc4c(c3)OCO4)n2C)cc1,0.3,6,8,110,-7,8,2,0,92
SMILES,MEX-5 binding,MCL1 BIM primary,Bcl-xL primary,AGP1-GFP MLPCN,GLD-1 RNA inh,VLA-4 inh,Fam108B inh,GRK2 inh,CIT2 TOR yeast
CCC(C(=O)NCc1ccco1)n1nc(C)n2c(cc3occc32)c1=O (centres undefined),-0.3,10,3,105,5,4,-3,6,101
COc1ccc(C2CC(=O)N(C)c3ccccc3S2)cc1OC (centres undefined),-1.9,-13,-3,97,7,21,-4,0,96
C=CCOc1cccc(C2/C(=C(\O)c3ccc(F)cc3)C(=O)C(=O)N2CCN(C)C)c1 (centres undefined),3.2,-1,1,102,6,6,3,0,94
CCC(c1nnnn1CCc1ccccc1)N(Cc1ccco1)Cc1cc2cccc(C)c2[nH]c1=O (centres undefined),2.2,2,-4,107,4,12,-3,1,105
CC(C)[C@H]1COC(NC2=N[C@@H](C(C)C)CO2)=N1,2.6,10,5,99,-6,-4,-1,2,93
CCC(CC)C(=O)NCCCCc1ccccc1,-0.6,7,5,105,3,4,0,4,96
Cn1c(SCC(=O)NNC(=S)Nc2ccccc2)nnc1-c1ccncc1,-5.6,2,5,112,-1,4,-4,0,105
O=C(CCN1C(=O)C2C3C=CC(C3)C2C1=O)Nc1ccccn1 (centres undefined),0.6,4,2,106,-3,9,-2,0,108
CCCC(NC(=O)CCl)c1ccccc1 (centres undefined),nt,18,8,87,6,3,3,3,96
O=C(c1ccc(F)cc1)N1CCC(O)(c2cccnc2)CC1,0.6,3,6,100,-2,-3,1,0,98
CCN(CC)c1ccc(NC(=S)NC(=O)c2cccs2)cc1,-4.4,5,9,90,3,7,3,2,96
O=C(COC(=O)c1ccc(CO)cc1)c1ccc(S(=O)(=O)N2CCCCC2)cc1,nt,0,0,101,-5,-10,nt,0,106
Cc1ccccc1OCCOc1ccccc1C=C(C#N)C#N,nt,-11,-5,96,-6,-5,-8,3,91
Cc1cc2nc(-c3cc(N4CCOCC4)ccc3[N+](=O)[O-])ccn2n1,0.2,-1,-1,116,8,16,-3,0,124
Cc1ccc(O)c(C2=Nc3ccccc3N=C(c3cccc([N+](=O)[O-])c3)C2)c1,1.5,9,2,98,4,-4,0,1,99
CCn1c(O)c(/C=C2\C=Nc3ccccc32)sc1=Nc1ccccc1,-2.4,1,2,89,-11,-31,-1,2,94
COc1ccc(CCNC(=O)CN(c2ccccc2)S(C)(=O)=O)cc1,4.2,4,3,nt,5,4,1,4,84
COc1ccc(NS(=O)(=O)c2ccc(C)c(C(=O)NCC(c3ccco3)N3CCCCC3)c2)cc1 (centres undefined),0.0,5,0,106,1,0,3,0,84
Cn1cccc1C(=O)C(=O)Nc1ccc(F)c(F)c1,-0.8,-12,1,?,-5,8,-1,6,?
CN(C)/C=C/C(=O)c1cnc(-c2ccccn2)s1,-0.2,-12,-8,89,1,4,3,1,97
COc1cccc(CC2(CO)CCN(Cc3cnc(-c4cccc(C)c4)nc3)CC2)c1,1.2,-1,10,98,-3,11,-2,0,94
CC(C)C(NC(=O)c1ccco1)C(=O)NCc1ccc(C(=O)O)cc1 (centres undefined),0.4,-5,0,92,14,-10,0,0,92
Cc1ccc(C(=O)Nc2ccc3cn[nH]c3c2)cc1S(=O)(=O)N1CCOCC1,-5.3,1,7,104,-1,-7,-20,0,93
Cc1cccc(N2C(=O)SC(SC(=Nc3ccccc3)Nc3ccccc3)C2=O)c1 (centres undefined),1.0,10,6,93,10,-13,0,0,85
Nc1cc(=O)[nH]c(SCC(=O)Nc2ccc(S(=O)(=O)N3CCCCC3)cc2)n1,-0.4,-1,5,99,-1,0,2,3,99

# Entries listed so far shown as hits in GRK2 inh:
compound,MEX-5 binding,MCL1 BIM primary,Bcl-xL primary,AGP1-GFP MLPCN,GLD-1 RNA inh,VLA-4 inh,GRK2 inh,CIT2 TOR yeast
CN1c2ccccc2C(O)=C(C(=S)Nc2ccc(Cl)cc2)S1(=O)=O,-0.5,13,4,102,0,5,61*,97

# Going on with the list.
SMILES,MEX-5 binding,MCL1 BIM primary,Bcl-xL primary,AGP1-GFP MLPCN,GLD-1 RNA inh,VLA-4 inh,Fam108B inh,GRK2 inh,CIT2 TOR yeast
O=C(Nn1c(C2CC2)nc2ccccc2c1=O)c1ccco1,-0.1,1,-2,102,-2,3,-1,0,106
O=C(NCc1ccc(/C=c2\sc3n(c2=O)CCN=3)o1)C(=O)Nc1ccccc1,-0.6,26,12,73,1,0,4,2,67
CC(C)(C)CN1CCNC(=O)C1CC(=O)NCc1cccc(-n2cccn2)c1 (centres undefined),-2.9,-3,4,107,1,8,-1,0,nt
O=C(Nc1nc(-c2ccco2)c(-c2ccco2)s1)c1ccco1,-2.2,22,13,93,-1,-15,4,3,72
COc1ccc(OC)c(CCNC(=O)CCc2nnc3ccc(N4CCCC4)nn23)c1,-6.7,-4,1,99,-11,8,3,0,99
Cc1noc(C)c1COC(=O)Cn1c(C)nc2ccccc21,-1.2,-2,4,94,10,3,2,1,92
Cc1ccc(S(=O)(=O)NCC(c2ccco2)N2CCc3ccccc32)cc1 (centres undefined),1.2,-5,3,110,7,2,4,1,105
O=S1(=O)CCC(NC(=S)SCCOc2ccccc2)C1 (centres undefined),2.5,3,3,106,-3,-3,-3,0,96
CC(C)OC(=O)n1c(=S)oc2ccccc21,-4.0,-6,-19,69,5,20,0,0,60
CC(C)CC(NC(=O)CC12CC3CC(CC(C3)C1)C2)C(=O)NC1=NCCS1 (centres undefined),5.8,5,4,113,5,-4,1,1,109
COc1ccc2sc(C)[n+](C)c2c1,-0.6,-3,-7,106,13,0,1,0,98
COc1ccc(S(=O)(=O)Nc2c(C)nn(C)c2C)cc1Br,nt,nt,nt,97,4,-6,nt,0,110
CN(C)NC(=S)Nc1cccc(C(F)(F)F)c1,-1.1,-3,-2,102,7,-3,5,2,90
Cc1ccc(-c2nnn(CC(=O)N(CCCO)C(C(=O)NC3CCCC3)c3ccc(Cl)cc3)n2)o1 (centres undefined),2.8,2,1,88,-10,-14,-3,1,103
CCOc1ccc(NC(=O)NNC(=O)C2CCC(C(C)(C)C)CC2)cc1 (centres undefined),-0.5,3,2,91,1,-6,-1,0,96
O=C(CSc1ccccn1)Nc1ccc(Cl)c([N+](=O)[O-])c1,0.6,-11,-4,?,-3,-7,-4,13,?
Cc1cc(N2CCCCC2)n2ncc(-c3ccccc3)c2n1,1.6,-5,-1,93,1,12,1,0,79
O=C1S/C(=C/c2ccccc2)C(=O)N1CC(O)Cn1c2ccccc2c2ccccc21 (centres undefined),2.4,-2,-2,103,-1,13,-30,2,93
CCOC(=O)Cn1c(S(=O)(=O)Cc2ccc(Cl)cc2)nc(-c2ccccc2)c1-c1ccccc1,-0.6,-9,-2,101,2,-6,1,3,nt
COC(=O)c1ccccc1NC(=S)NC(=O)c1ccc(C)cc1,0.1,0,-18,97,3,13,-2,2,98
COc1ccc(OC)c(CN2CCC(C(=O)N3CCN(c4ccccc4F)CC3)CC2)c1,0.8,7,4,92,7,13,2,0,95
CC1=C(C(=O)Nc2ccccc2)C(c2ccco2)C(C#N)=C(SCc2ccccc2)N1 (centres undefined),1.4,-3,1,102,-8,-8,-17,1,113
CC(C)CCNC(=O)C(c1ccncc1)N(CC1CCCO1)C(=O)Cn1nnc(-c2ccc(F)cc2)n1 (centres undefined),1.0,10,5,98,7,-35,-8,0,100
COc1ccccc1-c1nnc(C2CCN(S(=O)(=O)c3ccccc3[N+](=O)[O-])CC2)o1,1.0,-1,-1,104,-3,3,0,0,102
CC(=O)c1c(N2CCOCC2)[nH]c(-c2ccccc2)nc1=S,1.0,1,7,100,2,nt,2,0,92
CCOc1ccc2nc(N(CCN(CC)CC)C(=O)/C=C/c3cccs3)sc2c1,1.7,-2,-2,100,-6,2,-5,0,94
O=C(CCSc1nnc(-c2ccco2)o1)N1CCOCC1,0.8,-1,-2,96,6,-2,5,0,99
